# KCNQ2 block: KCNQ2 potassium channel inhibitors, primary screen, cell-based, CHO-K1, FluxOR thallium flux, B-score (AID 2156); O88943; 20 min; active compounds read low; 310,000 tested, 1.1% active; B-score at 10 µM;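 active means fluorescence ratio B-score at most minus 3 library SDs, with starting brightness B-score within 2 library SDs, cut at about -5.5 in these data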
# STK33 inh: blocks human STK33 kinase activity; purified STK33, MBP phosphorylation, ADP-Glo luminescence; inhibition, % at 10 µM; 320,000 tested, 0.073% active;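 active means inhibition at or above 25%, using the most active replicate where run in duplicate; inactive means inhibition below 25%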
# Target sequence (Q9BYT3 whole entry, looked up): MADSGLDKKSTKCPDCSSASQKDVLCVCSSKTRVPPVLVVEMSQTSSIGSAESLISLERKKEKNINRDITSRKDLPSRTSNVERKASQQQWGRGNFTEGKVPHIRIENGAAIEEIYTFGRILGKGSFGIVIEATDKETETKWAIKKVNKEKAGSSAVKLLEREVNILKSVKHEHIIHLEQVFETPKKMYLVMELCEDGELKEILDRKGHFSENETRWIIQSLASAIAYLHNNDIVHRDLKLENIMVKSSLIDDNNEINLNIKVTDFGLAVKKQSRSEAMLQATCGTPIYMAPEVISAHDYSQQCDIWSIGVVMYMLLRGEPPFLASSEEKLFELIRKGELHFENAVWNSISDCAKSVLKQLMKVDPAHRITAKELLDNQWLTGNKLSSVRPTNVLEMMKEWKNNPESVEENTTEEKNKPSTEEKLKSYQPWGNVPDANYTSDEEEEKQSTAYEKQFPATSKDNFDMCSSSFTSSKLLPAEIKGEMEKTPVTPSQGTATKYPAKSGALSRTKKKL
# OX1R antag: antagonists of human orexin 1 receptor (OX1R); OX1R-expressing cells, FRET antagonist read-out; 330,000 tested, 1.8% active; inhibition, % at 6.6 µM; AID 485270; in the data active means inhibition mostly above about 38%, no sharp cut-off; inactive means mostly below about 40%;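 further: 0% = agonist challenge alone and 100% = reference antagonist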
# Target sequence (O43613 whole entry, looked up): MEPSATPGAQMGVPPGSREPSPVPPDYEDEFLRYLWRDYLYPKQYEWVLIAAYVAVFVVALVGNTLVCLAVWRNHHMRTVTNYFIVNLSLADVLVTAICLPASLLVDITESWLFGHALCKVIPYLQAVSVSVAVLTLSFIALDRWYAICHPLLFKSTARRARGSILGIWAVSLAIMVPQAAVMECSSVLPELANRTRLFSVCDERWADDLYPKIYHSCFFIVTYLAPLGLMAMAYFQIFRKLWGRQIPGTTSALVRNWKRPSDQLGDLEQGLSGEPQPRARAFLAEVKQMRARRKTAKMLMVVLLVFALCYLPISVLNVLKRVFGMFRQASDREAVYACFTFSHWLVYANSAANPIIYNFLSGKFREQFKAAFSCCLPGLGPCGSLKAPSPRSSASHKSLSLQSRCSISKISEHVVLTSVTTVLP
# The depositor's hits bear a star; i = inactive; nt = no result given.
item	smiles	OX1R antag	KCNQ2 block	STK33 inh
1	Cc1cc(C(=O)CN2C(=O)NC(C)(c3cccc(Br)c3)C2=O)c(C)n1Cc1ccco1 (stereo not drawn)	18	i	-1.0
2	Cc1ccc(/C(=N\S(=O)(=O)c2ccc(Br)cc2)Nc2ccccc2C)cc1	1	i	2.0
3	OC(c1ccccc1)(c1ccc(F)cc1)C(c1ccccc1)N1CCOCC1 (stereo not drawn)	38	-5.7*	0.3
4	S=C(Nc1ccccn1)c1ccccn1	27	i	-0.9
5	O=C1N(Cc2ccc(F)cc2Cl)c2ccccc2C12OCCCO2	12	i	-2.7
6	Cc1c(/C=N\NC(=O)C2COc3ccc(C(C)(C)C)cc3O2)c2ccccc2n1C (stereo not drawn)	0	i	-2.8
7	CCCCON1C(=O)c2cccc3cccc(c23)C1=O	8	i	-1.6
8	O=S(=O)(NCC1CCCO1)c1ccccc1F (stereo not drawn)	15	i	-2.4
9	CCOC(=O)C1=C(N)Oc2c(oc(CO)cc2=O)C1c1ccccc1 (stereo not drawn)	9	i	-0.1
10	COc1ccc(Oc2cccc(Cl)c2CNC(=O)CCC(=O)O)cc1	5	i	-5.3
11	O=C1CC2CS(=O)(=O)CC2N1c1ccc(Oc2ccccc2)cc1 (stereo not drawn)	15	i	-1.9
12	NC(=O)Cn1cc(C(=O)COc2ccccc2)c2ccccc21	19	i	-0.1
13	Cc1ccc(CN2CCN(Cc3ccc(C)s3)CC2CCO)cc1 (stereo not drawn)	11	i	-1.2
14	CCOc1ccccc1NC(=O)C1C2CCC(O2)C1C(=O)O (stereo not drawn)	8	i	-2.6
15	CN(C)/C=C(\C#N)C(=O)Nc1ccc(F)cc1	17	i	-1.9
16	CCOC(=O)C1=C(C)N=C2SC(C)C(=O)N2C1c1ccc(OCC)c(OCC)c1 (stereo not drawn)	17	i	-1.0
17	CN(C)C=NC(=O)c1cc(C(=O)c2ccccc2Cl)c[nH]1	17	i	1.7
18	Cc1ccc(-n2c(SCC(N)=O)nnc2-c2cccnc2)c(C)c1	8	i	0.2
19	O=C(c1ccc(F)cc1)C1CCN(Cc2cn[nH]c2-c2ccc(F)cc2)CC1	11	i	-0.8
20	Cc1ccc(NC(=O)CN2CCC(NC(=O)Cc3ccccc3)CC2)c(C)c1	10	i	0.5
21	COc1cccc(-n2c(Cc3cc(=O)[nH]c(=O)[nH]3)nnc2SCC(=O)N2CCCCC2)c1	8	i	-1.9
22	CCCCc1nn(-c2cc(Cl)ccc2OC)c2c1C(=O)CCC2	22	i	-0.4
23	CC(C)C(NC(=O)Nc1ccccc1)C(=O)Nc1cccc(S(=O)(=O)N(C)C)c1 (stereo not drawn)	12	i	-1.6
24	Cc1ccccc1-n1c(C)n[nH]c1=S	6	i	-1.2
25	COC(=O)c1ccc(NCCc2csc(-c3ccc(C)cc3)n2)c([N+](=O)[O-])c1	9	i	-3.0
26	COc1ccc(C[C@H]2CN3C(=NC[C@H]3C)N2CCNC(=O)CCC2CCCCC2)cc1	19	i	-0.9
27	O=S(=O)(c1ccccc1)c1nc(-c2ccco2)oc1NCc1cccnc1	26	i	-0.9
28	O=c1ccc(Oc2nc(N3CCOCC3)nc(N3CCOCC3)n2)nn1-c1ccccc1	11	i	2.5
29	COc1ccc2[nH]c(=O)c(CN(Cc3nnnn3Cc3ccc(F)cc3)CC3CCCO3)cc2c1 (stereo not drawn)	28	i	1.3
30	COc1ccc(-c2c(C)[nH]n3c(=O)c(Cc4ccccc4)c(C)nc23)cc1	0	i	-2.1

# Looked up above.
# Result of cpd 6 under OX1R antag: 0
# Result of cpd 5 under OX1R antag: 12

# Further results:
item	smiles	OX1R antag	KCNQ2 block	STK33 inh
31	C=C(C)c1cccc(C(C)(C)NC(=O)N2CCN(C/C=C/c3ccccc3)CC2)c1	8	i	-1.3
32	CCN(CC)c1ccc(C=Nc2cccc(S(=O)(=O)N3CCOCC3)c2)c(O)c1	8	nt	-1.3
33	O=C(O)C1C2C=CC(C2)C1C(=O)NCCc1cccc(Cl)c1 (stereo not drawn)	16	i	-0.5
34	CCCCCC(=O)Nc1cccc(C2=NOC3(C2)C[C@@H](C(N)=O)N(C(=O)c2cc([N+](=O)[O-])cc([N+](=O)[O-])c2C)C3)c1 (stereo partly drawn)	8	i	-1.1
35	CC(C)(C)OC(=O)N1CCC(c2c(C(=O)O)cnn2-c2ccc(Cl)cc2)CC1	9	i	-2.0
36	CCCSc1nnc(-c2ccccc2N)c(=O)[nH]1	17	i	-0.8
37	CCc1ccccc1NC(=O)COC(=O)c1c(C)nsc1NC	7	nt	-2.5
38	CC(=O)c1c(C)[nH]c(C(=O)OCC(=O)N2CC(C)OC(C)C2)c1C (stereo not drawn)	14	i	0.0
39	COC(=O)C1CCN(CC(=O)NC(=O)NC2CCCCC2)CC1	0	i	-0.7
40	O=C1CN(C(=O)NCC(=O)N[C@H](C(=O)O)c2ccccc2)c2ccccc2N1	5	i	0.2
41	CCOc1ccc(-c2nnc(-c3ccncc3)o2)cc1	19	i	-0.2
42	CCCCOC(=O)CCCN1C(=O)/C(=C2\SC(=S)N(CCCC(=O)OCCCC)C2=O)SC1=S	6	i	-1.3
43	CC(C)n1cc(CN2CCN(C)C(CCO)C2)c2ccccc21 (stereo not drawn)	2	i	0.8
44	Cc1cccc(Nc2nnc(SCC(=O)c3ccc(Br)s3)s2)c1C	19	i	-1.6
45	C=CC[C@@H](CC(=O)N[C@H](CO)Cc1ccccc1)C(=O)N[C@H](COC(=O)[C@@H](CC=C)Cc1ccc(F)cc1)Cc1c[nH]c2ccccc12	18	nt	-1.2
46	O=C(/C=C/c1ccccc1[N+](=O)[O-])NCCCN1CCCC1=O	45	i	0.7
47	COC(=O)c1ccc(NC(=S)NCCc2cccc(C)c2)cc1	3	i	-0.2
48	Cc1ccccc1NC(=O)c1ccc(C)c(S(=O)(=O)Nc2ccccn2)c1	-2	i	-1.1
49	CCN1CCN(S(=O)(=O)c2ccc(S(=O)(=O)NCC3CCCO3)cc2)CC1 (stereo not drawn)	-2	i	-0.6
50	Cc1ccc(NC(=O)C2CC(=O)NC(Nc3cccc(C)c3)=N2)cc1 (stereo not drawn)	23	i	-1.8
51	Cc1cc(C)n(C(=O)COc2ccc(Cl)cc2Cl)n1	12	i	-0.8
52	CCOc1ccc(C(=O)C2CCN(C(=O)c3ccccc3C(=O)O)CC2)cc1	1	i	0.0
53	Cc1ccc(NC(=S)NCCCN2CCOCC2)cc1C	19	i	0.3
54	CCCCn1c(N)c(N(CC(C)C)C(=O)Cn2c(=O)cnc3ccccc32)c(=O)[nH]c1=O	16	i	-1.3
55	Cc1cc(N2C(=O)C(O)=C(C(=O)c3ccc(C)o3)C2c2cccc(Oc3ccccc3)c2)no1 (stereo not drawn)	17	i	1.5
56	COCCCNC(=O)C1CC(=O)N(CCc2ccc(OC)c(OC)c2)C1 (stereo not drawn)	5	i	0.8
57	NS(=O)(=O)c1ccc(NC(=O)Nc2ccccc2)cc1	7	i	-0.8
58	O=C(/C=C/c1ccc(Cl)cc1)NCCCn1ccnc1	-10	i	-3.9
59	C[C@H](CO)N1C[C@H](C)[C@@H](CN(C)S(=O)(=O)c2cn(C)cn2)Oc2ccc(NC(=O)C3CC3)cc2C1=O	9	nt	-0.1
60	O=C(NCC1CCCO1)C1CCCN(S(=O)(=O)c2cc(Cl)ccc2Cl)C1 (stereo not drawn)	25	i	0.2

# (next part)
item	smiles	OX1R antag	KCNQ2 block	STK33 inh
61	COc1ccc(OC)c(S(=O)(=O)N2CCC(C(=O)NCCc3ccc(OC)c(OC)c3)CC2)c1	17	i	-3.1
62	O=C1CCCN2N=C(SCC(=O)Nc3cccc(Cl)c3)SC2=N1	17	i	-0.5
63	CCOc1ccc(C2C(C(=O)c3ccc(C)o3)=C(O)C(=O)N2CCN2CCOCC2)cc1OC (stereo not drawn)	5	i	0.3
64	Cc1c(C(=O)NCCSCc2ccccc2Cl)cccc1[N+](=O)[O-]	16	i	-0.6
65	COc1ccc(NC(=O)CN(C)C(=O)C2=COCCO2)cc1	11	i	-1.5
66	O=C(NCc1ccncc1)c1cccc(S(=O)(=O)NCc2ccccc2)c1	8	i	-1.0
67	Cc1oc(C(C)(C)C)cc1C(=O)Nc1cccc(/C=C/C(=O)O)c1	12	i	-0.1
68	CCc1ccc(C(C(=O)NCc2ccc(F)cc2)N(C(=O)c2csnn2)C2CC2)cc1 (stereo not drawn)	13	i	-1.9
69	COc1ccc(S(=O)(=O)N2CCOC2CNC(=O)C(=O)NCc2ccccc2Cl)cc1 (stereo not drawn)	16	i	-1.2
70	O=C(NCc1ccccc1)C(c1ccc(O)cc1)N(C(=O)c1cnccn1)c1ccccc1 (stereo not drawn)	-2	i	-3.6
71	COc1ccc(CCNC(=O)CSc2ccc(-c3ccccc3)nn2)cc1OC	43	i	0.4
72	CCN1C(=O)N[C@@H](c2cccc(C(F)(F)F)c2)[C@H](C(=O)OC)[C@H]1C	4	i	-2.2
73	COCc1nnc(N)s1	-10	i	-1.3
74	N#Cc1ccccc1CN1C(=O)NC(Cc2c[nH]c3ccccc23)C1=O (stereo not drawn)	37	i	-0.1
75	COc1cc(OC)cc(OCC(O)Cn2ccnc2)c1 (stereo not drawn)	27	i	-2.8
76	O=C(c1cn(-c2ccc(Cl)c(Cl)c2)nn1)C1CC1	19	i	-2.7
77	O=C1c2ccccc2C(=O)N1CCOc1ccccc1Br	36	i	-1.0
78	CCCn1c(N2CCN(C(=O)/C=C/C(=O)O)CC2)nc2ccccc21	1	i	-0.8
79	CCc1nnc(NC(=O)C2CCCN(S(=O)(=O)c3ccc(OC)cc3)C2)s1 (stereo not drawn)	20	i	0.6
80	O=c1cc(COc2ccccc2[N+](=O)[O-])nc2sccn12	15	i	-2.0
81	O=C(CCC(=O)N(CC(=O)NC1CCCCC1)Cc1ccccc1)Nc1nccs1	11	i	-1.5
82	CS(=O)c1ccccc1O (stereo not drawn)	20	i	0.4
83	CCOC(=O)C(=CNc1nc2ccc(C(=O)OCC)cc2s1)C(=O)OCC	14	i	-0.4
84	C[C@H](NC(=O)c1nc[nH]c1C(=O)N[C@@H](C)C(=O)OCc1ccccc1)C(=O)OCc1ccccc1	26	i	-1.8
85	CCC(=NCCc1ccc(OC)c(OC)c1)c1ccccc1O	9	i	-0.6
86	Cc1cc2cc(CN(CCN(C)C)C(=S)NCc3ccco3)c(=O)[nH]c2cc1C	35	i	0.5
87	O=C(c1cc([N+](=O)[O-])ccc1N1CCOCC1)N1CCOCC1	22	i	-0.4
88	COc1ccc(NC(=O)c2ccc(-n3cnnn3)cc2)c([N+](=O)[O-])c1	32	i	-2.0
89	NC(=O)[C@H]1CC2(CC(c3cccc(NC(=O)[C@H]4CCC(=O)N4)c3)=NO2)CN1C(=O)c1ccccc1 (stereo partly drawn)	14	i	-0.5
90	COc1ccc(N2C(=O)C(Cc3ccccc3)NC2=S)cc1 (stereo not drawn)	5	i	0.2

# Part of the list above in order of length of the SMILES, smallest number first.
item	smiles	OX1R antag	KCNQ2 block	STK33 inh
73	COCc1nnc(N)s1	-10	i	-1.3
85	CCC(=NCCc1ccc(OC)c(OC)c1)c1ccccc1O	9	i	-0.6
37	CCc1ccccc1NC(=O)COC(=O)c1c(C)nsc1NC	7	nt	-2.5
80	O=c1cc(COc2ccccc2[N+](=O)[O-])nc2sccn12	15	i	-2.0
62	O=C1CCCN2N=C(SCC(=O)Nc3cccc(Cl)c3)SC2=N1	17	i	-0.5
9	CCOC(=O)C1=C(N)Oc2c(oc(CO)cc2=O)C1c1ccccc1 (stereo not drawn)	9	i	-0.1
27	O=S(=O)(c1ccccc1)c1nc(-c2ccco2)oc1NCc1cccnc1	26	i	-0.9
20	Cc1ccc(NC(=O)CN2CCC(NC(=O)Cc3ccccc3)CC2)c(C)c1	10	i	0.5
49	CCN1CCN(S(=O)(=O)c2ccc(S(=O)(=O)NCC3CCCO3)cc2)CC1 (stereo not drawn)	-2	i	-0.6
86	Cc1cc2cc(CN(CCN(C)C)C(=S)NCc3ccco3)c(=O)[nH]c2cc1C	35	i	0.5
69	COc1ccc(S(=O)(=O)N2CCOC2CNC(=O)C(=O)NCc2ccccc2Cl)cc1 (stereo not drawn)	16	i	-1.2
31	C=C(C)c1cccc(C(C)(C)NC(=O)N2CCN(C/C=C/c3ccccc3)CC2)c1	8	i	-1.3
21	COc1cccc(-n2c(Cc3cc(=O)[nH]c(=O)[nH]3)nnc2SCC(=O)N2CCCCC2)c1	8	i	-1.9

# Additional records follow:
item	smiles	OX1R antag	KCNQ2 block	STK33 inh
91	Cc1ccc(OCc2cc(C(=O)NCc3cn4ccccc4n3)no2)cc1C	23	i	-1.6
92	CCOc1cc(S(=O)(=O)N2CCN(S(=O)(=O)CC)CC2)c(OCC)cc1-n1cnnn1	-3	i	-0.8
93	Cc1cc(NS(=O)(=O)c2ccc(NC(=O)COc3ccccc3C(C)C)cc2)no1	25	i	-2.0
94	CC(C)C[C@H](NC(=O)c1nc[nH]c1C(=O)NCCCCCN)C(=O)OCc1ccccc1	8	nt	1.0
95	COc1cccc(-n2c(N)cc(=O)nc2SCC(=O)Nc2cc(C)on2)c1	23	i	-0.2
96	CC(C)(C)c1ccc(S(=O)(=O)N2CCc3nc4ccccc4c(C(=O)O)c3C2)cc1	4	i	-0.1
97	O=C(Cn1nnc(-c2ccccc2-n2cnnn2)n1)N1CCCCC1	-3	i	-3.2
98	O=C(CN1CCc2ccccc2C1)N1CCN(S(=O)(=O)c2ccccc2)CC1	0	i	1.3
99	COc1ccc(-c2ccc3c(c2)c(-c2cccs2)c(-c2cc(OC)cc(OC)c2)n3C)cc1	0	nt	-0.5
100	COc1cccc(-n2nnc3c(=O)n(Cc4ccccc4F)cnc32)c1	6	i	-1.0
101	COC(=O)C1CCN(C(=O)COC(=O)c2cccc(NS(=O)(=O)c3ccccc3)c2)CC1	4	i	nt

# High-throughput results deposited in PubChem BioAssay by several laboratories.
